Assay outcomes deposited in PubChem BioAssay by National Center for Advancing Translational Sciences (NCATS).
TDP43 rescue: qHTS of TDP-43 Inhibitors. TDP-43 expressing yeast growth rescue, BacTiter-Glo, 24 h. Potency, µM (titrated, usually from 46.1 µM), without a hit: at the top dose growth rescue (activation), actives largely listed as activators. 410,000 tested, 1.8% active; note: % of control where 0% means no effect; nearly all actives have a fitted effect of over 50% in size
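Luminescence from BacTiter-Glo reports growth of TDP-43-expressing yeast after 24 hr at 30 deg C with compound. Cells were raffinose-pregrown to mid-log, then seeded in galactose medium at OD600=0.02.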
aSyn rescue: qHTS of alpha-syn Inhibitors; Yeast expressing alpha-synuclein, growth rescue, BacTiter-Glo, 24 h; Potency, µM (series often up to 46.1 µM), without a hit: top-dose growth rescue (activation), actives largely listed as activators; 370,000 tested, 0.14% active; note: % of control where 0% means no effect; nearly all actives have a fitted effect of over 65% in size
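Rescue of yeast growth: cells expressing toxic alpha-synuclein, induced in galactose at OD600 0.02, incubated with compound 24 h at 30 C. ATP luminescence quantified growth; inhibitors of toxicity appear as activators.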
EPAC2 ag: qHTS for Agonist of cAMP-regulated guanine nucleotide exchange factor 4 (EPAC2): primary screen; Rap guanine nucleotide exchange factor 4 (Homo sapiens), Q8WZA2; EPAC2 activation, biochemical qHTS; response scale: 100% = 6.5 mM cAMP response; Potency, µM (top dose mostly 154 µM), for inactives: at the highest dose activation, actives largely listed as activators; 360,000 tested, 0.079% active; AID 720711, 2013; note: nearly all actives have a fitted effect of over 50% in size
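Each well held 100 nM EPAC2, 250 nM RAP1B-BODIPY-GDP and 50 uM GDP. Fluorescence, read at 5-min intervals to 30 min, was referenced to a 6.5 mM cAMP positive control.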
PTHR1 agonist: qHTS for PTHR1 Agonists: Primary Screen; Parathyroid hormone/parathyroid hormone-related peptide receptor (Homo sapiens), Q03431; HEK293 GP2 PTHR1 cells, GloSensor cAMP luminescence, 1 h; Potency, µM (doses to about 115 µM), inactives show top-dose activation, actives largely listed as activators; 410,000 tested, 0.075% active; AID 743266, 2014; note: nearly all actives have a fitted effect of over 55% in size; some results filed as inactive show a strong effect at the top dose; inactives centre near -15; many of its hits are not listed in these tables
Target sequence (Q03431 whole entry, looked up): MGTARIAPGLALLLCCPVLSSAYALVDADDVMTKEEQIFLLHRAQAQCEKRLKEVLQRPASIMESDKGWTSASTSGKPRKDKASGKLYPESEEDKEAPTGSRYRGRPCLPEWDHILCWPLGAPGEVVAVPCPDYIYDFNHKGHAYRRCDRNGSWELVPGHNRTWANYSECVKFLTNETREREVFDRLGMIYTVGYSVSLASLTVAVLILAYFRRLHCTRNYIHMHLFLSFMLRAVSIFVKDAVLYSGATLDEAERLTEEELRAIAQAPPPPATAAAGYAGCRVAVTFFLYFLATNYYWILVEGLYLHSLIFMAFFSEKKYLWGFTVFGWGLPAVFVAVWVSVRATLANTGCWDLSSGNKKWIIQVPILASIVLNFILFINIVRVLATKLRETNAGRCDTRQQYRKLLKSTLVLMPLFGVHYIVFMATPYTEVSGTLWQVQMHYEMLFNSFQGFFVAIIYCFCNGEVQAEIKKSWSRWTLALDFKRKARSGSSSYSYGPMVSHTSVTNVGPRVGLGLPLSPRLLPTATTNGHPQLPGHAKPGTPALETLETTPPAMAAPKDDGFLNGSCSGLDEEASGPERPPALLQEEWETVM
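HEK-293-derived GP2 cells expressing PTHR1 and a GloSensor cAMP reporter, 3,000/well, plated overnight, given luciferin plus IBMX (each 0.5 mM as added) for 1 h at 37 °C, then compound for 1 h at 37 °C. Luminescence was read after 15 min at room temperature.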
EPAC2 antag: qHTS for Antagonist of cAMP-regulated guanine nucleotide exchange factor 2 (EPAC2): primary screen. Rap guanine nucleotide exchange factor 4 (Homo sapiens), Q8WZA2. EPAC2 GEF exchange of Rap1B-BODIPY-GDP, fluorescence. Potency, µM (titrated, usually from 114 µM), for the others: at the highest dose activity, negative = inhibition, hits mostly inhibitors. 360,000 tested, 0.18% active. AID 720708, 2013; note: % is set by controls: 0 for no effect and ±100 for the full control effect; nearly all actives have a fitted effect of over 45% in size; many of its hits are not listed in these tables
EPAC1 agonist: qHTS for Agonist of cAMP-regulated guanine nucleotide exchange factor 3 (EPAC1): primary screen | Potency, µM (titrated, usually from 154 µM), for inactives: top-dose activation, actives largely listed as activators | 360,000 tested, 0.073% active | EPAC1 agonist qHTS, biochemical assay; response scale: 100% = response to 6.5 mM cAMP | AID 720707, 2013; note: nearly all actives have a fitted effect of over 60% in size
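Normalized to 6.5 mM cAMP, activity reflects EPAC1-catalysed release of BODIPY-GDP from Rap1B, followed kinetically over 30 min at 480 nm excitation, 540 nm emission. Reaction contained 100 nM EPAC1, 250 nM Rap1B-BODIPY-GDP, 50 uM GDP.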
FUS yeast rescue: qHTS for Suppressors of FUS Proteinopathy: Primary screen using FUS-linked yeast assay; Potency, µM (highest dose often 76.6 µM), inactives show at the top dose growth rescue (activation), most hits filed as activators; 390,000 tested, 0.24% active; S. cerevisiae FUS-expressing, growth rescue, OD600, 24 h; AID 1347120, 2019;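 note: plate controls were DMSO vehicle for no effect and reference control for full effect; nearly all actives have a fitted effect of over 55% in size; some results filed as inactive show a strong effect at the top dose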
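Cultures pregrown in 2.5% raffinose medium are shifted to minimal medium containing 2% galactose to express toxic FUS. Compounds are tested at several concentrations. After 24hr at 30C, growth is quantified at 600 nm absorbance.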
EPAC1 antag: qHTS for Antagonist of cAMP-regulated guanine nucleotide exchange factor 3 (EPAC1): primary screen | Potency, µM (titrated, usually from 115 µM), for inactives: at the top dose activity change, negative = inhibition, hits mostly inhibitors | AID 720709, 2013 | 360,000 tested, 0.14% active | EPAC1 GEF assay, Rap1b-BODIPY-GDP exchange fluorescence;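 note: plate controls were vehicle for no effect and positive control for full effect; nearly all actives have a fitted effect of over 50% in size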
Starred values were filed as active, the others as inactive; i = inactive; ? = inconclusive; . = not tested or not shown; [ ] = dose if it differs, or a comment. Calls come from the whole dose curve; as a rule, active = well fitted curve in the direction sought with a large enough effect; inconclusive = small, poorly fitted or top-dose-only effect, or another doubt; inactive = no such curve, though single readings can be large; an effect the other way counts as inactive or inconclusive. Potency is the fitted concentration of half-maximal effect. This is a subset; the hit share may differ from the screen's.

structure	TDP43 rescue	aSyn rescue	EPAC2 ag	PTHR1 agonist	EPAC2 antag	EPAC1 agonist	FUS yeast rescue	EPAC1 antag
COCCCN(CCCN)Cc1ccco1	0.8%	6.5%	17.9%	i	9.5%	-0.5%	.	3.0%
O=C(CN1C(=O)C2CCCCC2C1=O)Nc1nc2ccc(F)cc2s1 (stereo not drawn)	-7.1%	7.3%	-0.4%	-4.3%	-14.1%	-0.3%	9.7%	-18.1%
Cc1cc(=O)oc(C)c1C(=O)NCC1CCCO1 (stereo not drawn)	0.0%	-1.9%	-11.3%	-2.7%[57.5 µM]	1.3%	3.8%	18.2%	11.8%
Cc1cccc(C(=O)NC(=S)Nc2ccc(S(=O)(=O)N3CCN(C)CC3)cc2)c1	3.0%	-9.4%	0.9%	-9.2%	-1.6%	-1.1%	-12.3%	-17.6%
CCOc1ccc(-c2nnc(NC3=NCCCCC3)o2)cc1	19.2%	8.7%	-2.2%	-18.4%[57.5 µM]	4.6%	-3.6%	-3.1%	9.5%
CC1CCC(NC(=O)Cn2cnc3sccc3c2=O)CC1 (stereo not drawn)	3.2%	-4.7%	0.7%	-20.5%	0.9%	11.1%	-8.6%	17.4%
Cc1ccc(NC(=O)CSc2nnc3ccccn23)cc1	-8.3%	-4.3%	10.7%	-1.7%	11.1%[57.1 µM]	13.5%	-8.2%	2.0%
CC(=O)CSc1ccc(-c2nc3ccccc3[nH]2)cn1	-16.6%	-22.8%	10.2%	-23.7%	-2.0%	-4.3%	24.3%	-22.5%
Cc1cc2cc(CNC(=S)Nc3ccc(OC(F)F)cc3)ccc2[nH]1	22.5%	16.1%	15.1%	-73.9%[inhibitor]	-6.9%	10.6%	17.5%	-22.6%
Cc1ccccc1NC(=O)NCc1ccco1	2.0%	8.5%	-4.2%	i	4.9%	4.0%	5.1%	-0.8%
CCc1ccccc1Nc1nn2c(=O)c3ccc(C(=O)Nc4cc(C)cc(C)c4)cc3nc2s1	1.6%	0.4%	.	i	.	.	-0.9%	.
CCOC(=O)C(NC(=O)c1ccccc1Cl)(Nc1sc2c(c1C(N)=O)CCC2)C(F)(F)F (stereo not drawn)	7.0%	4.1%	9.1%	-23.5%	-9.7%[57.1 µM]	-1.5%	7.1%	-6.5%
COc1ccc(N=Cc2cc3c(cc2O)OC(N)=C(C#N)C3c2ccccc2)cc1 (stereo not drawn)	-3.9%	17.9%	-97.1%[inhibitor]	i	71.4%[activator]	-237.4%[inhibitor]	22.6%	41.4%[activator]
COc1ccc2cc(C#N)c(NC(C)C)nc2c1	14.3%	-0.6%	2.3%	i	-3.2%	3.2%	5.3%	-0.5%
O=Cc1sc(=O)n(Cc2cccc(C(=O)O)c2)c1Cl	-24.9%	-3.8%	-6.8%	-28.9%	3.5%	-11.9%	35.2%	-11.0%
Cc1ccc(C)c(S(=O)(=O)N2CCN(C(=O)C3CCN(c4ncnc5sc(C)c(C)c45)CC3)CC2)c1	29.3%	9.4%	20.0%	-25.6%	2.6%	-35.4%	32.2%	-2.0%
COc1ccc(C(C)(O)c2nc(-c3ccc(Cl)cc3)cs2)cc1 (stereo not drawn)	-19.8%	?	8.8%	-28.2%	0.0%	22.6%	?	-10.4%
CS(=O)(=O)c1ccc2c(c1)SC1=NC(=O)/C(=C/c3ccco3)C(=N)N12	16.9%	1.1%	-7.6%	-12.9%	-5.1%	-4.2%	.	?
CSc1nsc(SCC(=O)Nc2cccc(C(=O)O)c2)n1	-6.3%	4.8%	0.8%	-69.7%[inhibitor]	2.9%	8.6%	5.6%	-28.5%
O=C(Nc1ccc(C(=O)O)cc1)/C(=C/c1ccc([N+](=O)[O-])cc1)NC(=O)c1ccccc1	-2.4%[9.22 µM]	0.0%	12.6%	-14.5%	-9.1%	-0.5%	27.5%	11.6%
CCCC(c1nnnn1CC1CCCO1)N1CCN(c2cc(Cl)ccc2C)CC1 (stereo not drawn)	26.4%	-0.1%	0.2%	i	-6.8%	14.1%	40.1%	-16.9%
CC(C)c1ccc(/C=C2\NC(=O)NC2=O)cc1	-12.4%[1.82 µM]	14.7%	-8.7%	i	-2.3%	0.9%	0.0%	10.1%
O=C(Nc1ccc(Cl)cc1Cl)c1csc(-c2cccnc2)n1	9.3%	-2.8%	2.9%	i	8.5%	13.5%	-22.2%	-3.1%
CC(C)c1nnc(NC(=O)c2cccc(NC(=O)C(F)(F)F)c2)s1	-1.8%[0.397 µM]	3.0%	3.3%	-12.4%	-0.5%	9.2%	11.8%	8.5%
CCOC(=O)C(CC)(CC)C(=O)/C=C/c1ccc(Br)cc1	32.0%	4.5%	13.0%	-41.7%[inhibitor]	1.7%	-1.8%	.	-5.2%
COc1ccc(C(=O)N2CCCC(C(=O)O)C2)c2ccccc12 (stereo not drawn)	-4.0%	2.3%	6.1%	i	5.8%	-2.1%	18.6%	-0.8%
O=C(N/N=C/c1cccc(F)c1)c1csc2c1CCCC2	2.7%	0.7%	1.8%	-21.3%	-3.3%	8.7%	-5.5%	-10.4%
NS(=O)(=O)c1ccc(NC(=O)COC(=O)CNC(=O)C23CC4CC(CC(C4)C2)C3)cc1	6.4%	-4.7%	6.2%	-48.2%[inhibitor]	5.4%	-4.3%	-32.2%	19.0%
Cc1nnc2ccc(-c3cccc(NC(=O)c4ccc(Cl)nc4)c3)nn12	-26.2%	-4.9%	13.2%	i	1.8%	-2.3%	27.8%	-4.1%
Cc1ccc2c(c1)COc1c3ccc(C(=O)N[C@@H](C)CO)cc3nn1-2	7.7%	2.1%	-3.4%	-37.9%[inhibitor]	-5.8%	-14.3%	-9.9%	-0.3%
C=CCn1c(=O)c(C(=O)Nc2ncccc2C)c(O)c2ccccc21	21.1%	-1.3%	-9.7%	-45.7%[inhibitor]	3.1%	-7.2%	-0.3%	-11.9%
Nc1cc(=O)[nH]n1C1CCN(c2ccccc2)CC1	2.9%	-4.1%	5.3%	-2.2%	0.9%	4.3%	21.5%	-12.1%
COc1ccccc1NCC(=O)Nc1cc(S(=O)(=O)N2CCOCC2)ccc1N1CCOCC1	5.6%	3.7%	-2.2%	-3.2%	5.9%	-8.4%	28.8%	2.1%
COc1ccc(OC)c(CCNC(=O)C2CCN(c3nnc(-n4cccc4)s3)CC2)c1	?	-1.9%	15.0%	-25.5%	-0.7%	-11.1%	0.6%	-11.3%
OC1(c2ccccc2)CNCCc2ccccc21 (stereo not drawn)	11.8%	-5.7%	-3.0%	i	10.6%	-8.0%	-36.9%	-9.3%
CCc1nc(Nc2ccc3c(c2)OCCO3)c2oc3ccccc3c2n1	?	-21.4%	22.2%	?	3.9%[57.1 µM]	14.5%	1.7%	12.1%
COCCNC(=O)C1CCCN(C(=O)c2nc3ccccc3s2)CC1 (stereo not drawn)	20.8%	-1.8%	5.4%	i	3.6%	-4.2%	-12.8%	-3.1%
COc1ccc(Oc2cnn(-c3ccccc3)c(=O)c2Br)cc1	12.6µM*	1.2%	8.6%	i	-9.4%	-10.9%	-4.7%	6.5%
O=C(/C=C/c1ccccc1)CC(O)(c1ccccc1)C(F)(F)F (stereo not drawn)	12.6µM*	?	20.0%	-13.1%[57.5 µM]	-12.3%	26.8%	-5.9%	-0.6%
O=C(c1ccc(C(=O)N2CCOCC2)s1)N1CCOCC1	-2.0%	-5.6%	-11.3%	i	0.5%	-3.4%	9.2%	-7.9%
COc1ccc(-c2nnc(NC(=O)CS(=O)(=O)c3ccc(F)cc3)o2)c(OC)c1	-3.0%	3.9%	0.6%	-0.2%	14.0%	5.9%	1.4%	5.9%
S=C(NC1CC1)N1CCN(c2ccc(Cl)cc2)CC1	?	13.6%	0.3%	-5.6%	-2.4%	4.3%	.	-2.3%
Cc1ccc(-c2nn3c(C)nnc3c3ccccc23)cc1S(=O)(=O)NCc1ccccc1	-18.3%	-1.6%	10.0%	-29.3%	-5.3%	10.3%	20.4%	-0.3%
Cc1cc2c(cc1C)NC1=C(N2)OC(c2cccc(O)c2)C1=O (stereo not drawn)	9.8%	3.5%	3.9%	i	7.4%	-2.3%	-18.9%	-3.2%
O=C(O)CSc1nc2sc3c(c2c(=O)n1-c1ccccc1)CCC3	-35.7%[inhibitor]	-2.8%	5.3%	-6.9%	-3.7%	4.6%	28.3%	?
O=C(Cn1cc(Cl)ccc1=O)c1ccc(Cl)cc1	-8.3%[0.397 µM]	1.3%	2.7%	1.7%	-12.2%	-9.3%	5.5%	-1.5%
CC#CCN(CC#CC)S(=O)(=O)c1ccc(S(=O)(=O)N2CCOCC2)cc1	-20.7%	3.6%	15.8%	i	-8.7%	16.1%	?	-2.0%
O=C(Cn1[nH]c(=O)c2ccccc2c1=O)NC1CCCCCC1	14.2%	8.3%	0.8%	i	8.4%	7.9%	-3.1%	8.8%
CCSCCOC(=O)C1=C(C)NC(=O)NC1c1ccc2c(c1)OCO2 (stereo not drawn)	23.2%	-0.4%	4.1%	-8.0%	-9.6%	-1.5%	-11.6%	-6.8%
Cc1noc(NS(=O)(=O)c2ccc(NC(=O)c3oc4ccc(Cl)cc4c3C)cc2)c1C	15.2%	0.7%	8.9%	-31.7%[inhibitor]	-17.4%	-11.1%	1.1%	-1.3%

Two of these compounds, reformatted.
Each structure is followed by: TDP43 rescue | aSyn rescue | EPAC2 ag | PTHR1 agonist | EPAC2 antag | EPAC1 agonist | FUS yeast rescue | EPAC1 antag
- O=C(Nc1ccc(Cl)cc1Cl)c1csc(-c2cccnc2)n1
 : 9.3% | -2.8% | 2.9% | i | 8.5% | 13.5% | -22.2% | -3.1%
- COc1ccc(-c2nnc(NC(=O)CS(=O)(=O)c3ccc(F)cc3)o2)c(OC)c1
 : -3.0% | 3.9% | 0.6% | -0.2% | 14.0% | 5.9% | 1.4% | 5.9%
